# Screens as filed in PubChem.
# S1P4 antag: antagonists of human S1P4 receptor; AID 1510; O95977; inhibition, % at 4.98 µM; S1P4-expressing cells, antagonist mode, reporter read-out; actives 0.26% (n = 220,000); in the data active = inhibition above about 29%;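 note: 0% = wells stimulated with agonist and 100% = vehicle wells without agonist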
# EP2 modulator: modulators of human EP2 prostaglandin E2 receptor; induction, % at 25 µM; actives 0.83% (n = 260,000); P43116; EP2-expressing cells, cAMP HTRF FRET, PGE2 co-stimulation;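 active = compounds whose cAMP rise, as percent of the full-agonist control response, exceeds 60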;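 note: rat C6 glioma line stably carrying human EP2 under a CMV promoter; the protocol text gives 20 µM as final concentration; 100% = response of wells given 1 µM PGE2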
# Target sequence (P43116 whole entry, looked up): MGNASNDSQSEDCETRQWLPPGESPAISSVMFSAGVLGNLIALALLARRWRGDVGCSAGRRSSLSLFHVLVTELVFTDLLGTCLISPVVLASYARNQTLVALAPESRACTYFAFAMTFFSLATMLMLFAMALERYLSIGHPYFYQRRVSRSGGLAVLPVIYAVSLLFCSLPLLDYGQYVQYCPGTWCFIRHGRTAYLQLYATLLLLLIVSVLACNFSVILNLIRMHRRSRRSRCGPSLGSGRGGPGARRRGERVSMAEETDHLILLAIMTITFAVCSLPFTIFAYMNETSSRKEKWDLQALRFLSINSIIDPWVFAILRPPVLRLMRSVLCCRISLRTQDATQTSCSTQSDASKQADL
# NPY-Y1 PAM-ag: potentiates or activates human NPY-Y1 receptor; activation, % at 3.6 µM; NPY-Y1 expressing cells, potentiator/agonist activation; actives 0.37% (n = 220,000); AID 1304; P25929; in the data active = activation above about 33%, passing the limit was not always enough;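 note: cells stimulated with NPY at EC10 then isoproterenol at EC100; 0% = low agonist plus stimulus and 100% = saturating agonist plus stimulus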
# eIF4E 4G PPI: inhibitors of eIF4E and eIF4G interaction in translation initiation; P63073+Q04637; TR-FRET eIF4E-eIF4GI(517-606) binding, 2 h; inhibition, % at 21.7 µM; actives 0.37% (n = 220,000); AID 782;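 active = inhibition above about 30%, limit read from the data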;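 note: 0% = full FRET control wells and 100% = background wells lacking eIF4GI fragment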
# p97 inhibitor: human p97 ATPase inhibition; P55072; recombinant p97 ATPase, Kinase-Glo ATP luminescence, 3 h; inhibition, % at 8 µM; actives 0.42% (n = 220,000); AID 1481; in the data active = inhibition above about 15%;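 note: 0% = DMSO vehicle and 100% = wells lacking enzyme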
# S1P4 agonist: activates the human S1P4 receptor. activation, % at 4.98 µM. actives 0.35% (n = 220,000). O95977. S1P4-expressing cell line, agonist reporter assay; in the data active = activation above about 11%;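 note: 0% = DMSO vehicle and 100% = reference agonist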
# NPY2 pot ag: potentiates or activates human NPY-Y2 receptor; P49146; cells expressing NPY-Y2, potentiator/agonist read-out; activation, % at 3.6 µM; actives 0.45% (n = 220,000); AID 1359; in the data active = activation above about 27%;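 note: cells stimulated with NPY near EC25 plus isoproterenol at EC100; 0% = vehicle plus submaximal agonist and 100% = vehicle plus saturating agonist; some results beyond the cut were filed as inactive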
# Target sequence (P49146 whole entry, looked up): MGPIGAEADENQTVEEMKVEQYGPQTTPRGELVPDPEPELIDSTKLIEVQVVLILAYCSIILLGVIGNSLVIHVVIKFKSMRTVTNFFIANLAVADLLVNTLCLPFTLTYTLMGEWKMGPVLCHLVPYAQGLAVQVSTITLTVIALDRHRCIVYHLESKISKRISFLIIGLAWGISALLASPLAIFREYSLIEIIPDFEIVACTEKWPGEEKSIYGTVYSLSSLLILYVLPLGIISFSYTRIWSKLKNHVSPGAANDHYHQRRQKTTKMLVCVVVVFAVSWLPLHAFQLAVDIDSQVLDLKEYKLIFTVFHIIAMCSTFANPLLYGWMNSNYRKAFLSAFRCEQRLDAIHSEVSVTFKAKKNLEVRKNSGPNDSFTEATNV
# EP2 antag: EP2 receptor (human) inhibition. inhibition, % at 25 µM. P43116. actives 0.52% (n = 260,000). AID 1422. C6 glioma cells expressing human EP2, cAMP TR-FRET; cells stimulated with saturating PGE2;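 active = percent inhibition above 40 after rounding to a whole number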;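 note: rat C6 glioma host cells with rolipram phosphodiesterase inhibitor present; the protocol text gives 20 µM as final concentration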
# NPY-Y1 antag: NPY-Y1 (human) receptor antagonism; HEK293-CNG Y1 cells, membrane potential fluorescence; NPY at EC95, then isoproterenol; actives 1% (n = 200,000); AID 1040; inhibition, % at 3.6 µM;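 active = inhibition above the campaign mean inhibition of all tested compounds plus 3 SD, cut at about 20% in these data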;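 note: 0% = DMSO wells given NPY plus isoproterenol and 100% = isoproterenol alone without NPY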
#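 Material: HEK293 Y1/CNG channel cell line; also added: NPY (25 nM), isoproterenol (1 µM), Ro 20-1724 (25 µM); doses: one concentration, 3.6 µM, in 0.4% DMSO; schedule: compound incubation 1 h at room temperature, readout 45 min post-stimulation; technique: membrane potential fluorescence; measure: fluorescence ratio normalized to % inhibition between controls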
# Starred values were filed as active, the others as inactive; x = not tested or not shown; & = joins results of further samples; [ ] = remark or other dose. The list is partial (hit frequency here may not be typical).
compound,S1P4 antag,EP2 modulator,NPY-Y1 PAM-ag,eIF4E 4G PPI,p97 inhibitor,S1P4 agonist,NPY2 pot ag,EP2 antag,NPY-Y1 antag
O=C(NC(CSSCC(NC(=O)c1ccccc1)C(=O)O)C(=O)O)c1ccccc1 (configuration not stated),4.8,21.3,6.7,0.8,5.3,1.2,0.3,14.9,7.7
C=CCNC(=O)c1cc(Cl)ccn1,-3.0,28.8,-3.4,-2.2,6.8,2.8,10.2,1.8,-0.9
CCOC(=O)c1cnc(-n2nc(C)cc2C)nc1NC1CCCCC1,3.0,55.2,-145.6,0.9,1.5,0.9,0.9,8.1,31.3*
Cn1c(SCC#N)nnc1-c1ccc2c(c1)OCO2,-7.9,9.8&32.6,-18.3,1.4[fluorescence artefact?],3.8,2.1,2.3,9.5&4.5,1.7
O=C(NCCSCc1ccc(Cl)cc1)c1cccs1,3.3,-50.6,21.7,-6.7,-1.9,0.3,6.1,13.5,x
Cc1ccc(Cn2ccc(NC(=O)c3cc(-c4ccc(Cl)cc4)on3)n2)cc1,-10.0,13.8,16.2,0.9,1.9,-1.7,18.0,1.9,-0.3
c1cncc(CSc2nnc3ccc(-c4ccco4)nn23)c1,-4.8,13.2,23.0,-1.1,5.5,-0.4,1.2,5.9,-0.1
Fc1ccc(-c2[nH]ncc2-c2nnnn2-c2ccccc2)c(F)c1,-13.6,16.1,11.8,1.7,-0.3,-1.1,10.9,3.1,-1.1
Fc1cccc(-c2cc3nc4c(c(NCc5ccco5)n3n2)CCCC4)c1,4.9,-2.3,-2.2,-2.1,-1.7,1.5,-20.1,6.1,-2.0
Cc1cnc(C(=O)OCC(=O)N2CCc3ccccc32)cn1,-3.7,10.1,-19.3,1.1,4.6,4.1,1.1,4.4,-3.5
Cc1ccc(C2C3=C(CC(C)(C)CC3=O)Nc3n[nH]c(C)c32)cc1 (configuration not stated),3.0,17.8,16.0,2.5,0.7,-0.1,-0.1,20.7,-8.0
CCOc1ccc(C(=O)NCCN2CCCC2)cc1,-23.1,11.2,-11.3,3.5,5.0,1.1,5.4,11.3,-4.6
Cc1ccc(C(=O)Oc2csc(=S)n2C(=O)c2ccc(C)cc2)cc1,-8.9,8.4,-3.8,6.6,-2.5,-1.6,4.3,-5.8,7.8
COc1ccc(C=C2C(=O)c3ccccc3C2=O)cc1O,-16.4,-24.8,-12.4,-3.0,1.0,0.1,12.1,8.8,1.8
CCSc1nnc(NC(=O)Cc2cc(OC)c(OC)c(OC)c2)s1,-2.5,1.2,-20.4,-2.6,-2.3,-1.1,-3.7,2.8,3.2
COc1cc(CNc2ncn[nH]2)cc(Br)c1OC,3.1,12.0,9.7,-3.2,3.1,-4.5,2.0,4.0,2.6
COC(=O)CSc1nnc(CNC(=O)c2ccccc2F)n1-c1ccc(F)cc1,-3.4,-15.2,11.8,-5.2,7.7,1.1,10.8,-0.1,-7.6
O=C1Nc2ccccc2N(O)N1c1cc(-c2ccccc2Cl)no1,-18.7,20.3,-33.9,-0.8,1.7,1.8,-13.4,3.5,5.5
CCCNC(=O)COc1ccc2c(=O)c(Oc3ccccc3F)coc2c1,-1.5,24.8,-6.7,1.7,2.3,-0.1,-0.4,5.7,15.3
CCCn1c(=O)c2c(C(F)(F)F)cc(-c3cccs3)nc2n(CCC)c1=O,-11.4,15.5,-10.1,1.7[fluorescence artefact?],2.9,-1.0,8.2,8.5,12.3
CCn1c(SCc2nc3ccccc3c(=O)[nH]2)nnc1-c1ccncc1,-10.5,16.0,40.5,4.2,2.5,-0.6,12.1,10.1,-1.4
Cn1nnc(NC(=O)c2ccccc2)n1,-13.8,17.4&21.2,3.5,-0.4,0.9,-0.3,-9.2,13.5&10.7,1.6
CC(/C=C1\N=C(SCc2ccccc2Cl)SC1=O)=C\c1ccccc1,-23.7,29.2,3.4,4.2,2.0,-0.5,3.4,1.8,1.8
COc1ccc(OCC(=O)N/N=C(\CCC(=O)O)c2cccs2)cc1,-16.8,-3.1,-6.5,-1.2,-3.7,-0.2,-1.3,2.1,1.1
COc1ccc(CCNC(=O)C2CCN(C(=O)N(C)C)CC2)cc1OC,-10.4,8.8,-1.4,1.3,2.9,-0.3,3.1,6.6,5.2
Cc1[nH]c2ccccc2c1C(=O)COc1ccccc1,-27.5,-42.1,25.3,-0.2,-4.8,0.8,-12.6,5.7,-3.9
Cc1cccc(C)c1OCC(O)CNS(=O)(=O)c1ccccc1C(=O)N1CCCCC1 (configuration not stated),-1.6,-22.1,-4.8,3.5[fluorescence artefact?],-3.1,-0.2,17.4,2.9,0.3
COc1ccc(Cn2nnnc2C(c2cccs2)N2CCCCCC2)cc1 (configuration not stated),-7.1,20.5,3.3,4.5,-6.6,-1.0,-9.8,4.5,13.4
CC(=O)c1c(C)[nH]c(C(=O)COC(=O)CCCOc2ccccc2)c1C,-16.0,-55.3,-11.6,-1.5,-5.5,0.9,-20.8,9.0,8.1
O=C(CN1CCN(Cc2cccc(Cl)c2)C1=O)NCc1ccccn1,6.0,19.3,4.8,-1.4,3.1,1.7,-20.7,9.6,-0.2

# Compound profiles (already shown). Order of values: S1P4 antag | EP2 modulator | NPY-Y1 PAM-ag | eIF4E 4G PPI | p97 inhibitor | S1P4 agonist | NPY2 pot ag | EP2 antag | NPY-Y1 antag
# Entry for Fc1ccc(-c2[nH]ncc2-c2nnnn2-c2ccccc2)c(F)c1 = -13.6 | 16.1 | 11.8 | 1.7 | -0.3 | -1.1 | 10.9 | 3.1 | -1.1
# Entry for Cc1cnc(C(=O)OCC(=O)N2CCc3ccccc32)cn1 = -3.7 | 10.1 | -19.3 | 1.1 | 4.6 | 4.1 | 1.1 | 4.4 | -3.5

# The list goes on.
compound,S1P4 antag,EP2 modulator,NPY-Y1 PAM-ag,eIF4E 4G PPI,p97 inhibitor,S1P4 agonist,NPY2 pot ag,EP2 antag,NPY-Y1 antag
CC(NC1CCCCC1)C(=O)NN=C(c1ccccc1)c1ccccc1 (configuration not stated),-1.1,4.8,8.1,2.6,-1.1,-0.6,-18.7,3.6,3.1
O=C(NCc1cccs1)C1CCN(C(=O)NCc2ccccc2)CC1,2.7,12.5,-2.4,0.8[fluorescence artefact?],3.1,1.7,0.5,3.7,-3.2
COc1ccc(-c2c(C)n([O-])c3c([n+]2=O)CCCCC3)cc1OC,-21.2,23.3,3.8,-0.6,-4.1,-0.1,-2.7,8.7,-0.9
CCOC(=O)C1(CCc2ccccc2)CCN(C(=O)Cc2nonc2C)CC1,-11.2,-4.0,-4.9,3.5,-11.8,-0.8,-12.3,2.0,5.4
O=C(CCCn1c(=O)c2sccc2n(Cc2cc(=O)n3ccccc3n2)c1=O)NCc1ccco1,-1.1,8.9,-0.2,-5.6,3.3,-0.8,20.0,21.2,-1.7
COC(=O)[C@H](CC(C)C)NC(=O)N1CCCCC1,-17.9,15.1,27.5,-3.5,3.7,0.7,-1.2,7.7,x
CC(C)c1[nH]nc2c1C(C1C=CCCC1)C(C#N)=C(N)O2 (configuration not stated),-5.6,-24.0,33.1,-3.2,-10.2,-1.9,38.6,14.7,x
O=C1N=C2SCCN2/C1=C\c1ccccc1Cl,-22.5,-11.4,-0.2,3.3,3.0,1.2,6.8,3.7,6.3
O=C(C1CCCO1)N1CCC(c2nc3ccccc3[nH]2)CC1 (configuration not stated),5.4,2.8,8.1,3.6,1.5,0.3,3.0,6.5,4.5
Cc1cc(N=Cc2c(O)n(-c3ccc(C)c(C)c3)c(=O)c3ccccc23)no1,-19.5,-21.9,2.2,22.5,5.3,2.0,1.4,-0.2,0.9
COC(=O)c1ccc(OC(=O)CCN2c3ccccc3Sc3ccccc32)cc1,-13.9,32.2,16.2,-1.0[fluorescence artefact?],-3.4,-1.0,14.6,6.8,-2.1
CCCc1cnc(N2CCN(C(=S)NC)CC2)nc1,0.4,7.3,-3.0,0.2,8.0,-0.1,3.4,6.9,x
N#Cc1cccc(NC(=O)COC(=O)c2ccccc2C(=O)c2ccc(Cl)c([N+](=O)[O-])c2)c1,-3.2,-57.4,24.2,3.3,4.5,1.5,14.1,22.2,-1.2
CCN(CC(=O)Nc1cccc(OC)c1)c1ncnc2sc(C)c(C)c12,-21.6,0.7,20.7,-1.3,2.1,-0.7,5.4,3.1,4.9
O=C1c2ccccc2C(=O)N1OCc1c(F)cccc1Cl,7.5,8.0,14.2,1.8,-0.1,0.6,-6.9,3.6,-1.2
COc1ccc(CNC(=O)C(c2ccc(C)o2)N(C(=O)c2csnn2)c2ccc(C(C)C)cc2)cc1 (configuration not stated),20.2,53.8,17.0,-3.9,-0.7,-2.2,14.8,11.1,-3.5
CCOC(=O)c1cc2sccc2n1CC(=O)N1CCc2ccccc21,-5.6,21.7,5.5,-4.2,4.8,-1.3,-1.1,13.1,3.0
Cc1ccc(S(=O)(=O)N(C)c2ccc(OCC(=O)Nc3cccc(-n4cnnn4)c3C)cc2)cc1,14.5,-11.5,18.3,-2.6,10.2,-0.7,-9.9,7.5,x
O=C(CN1CCN(S(=O)(=O)c2ccc(Cl)cc2)CC1)Nc1ccc2c(c1)OCCO2,1.0,-1.1,-2.0,0.9,1.4,-2.2,5.4,13.3,9.6
Cc1ccccc1NC(=O)NC1(C(=O)N2CCOCC2)CCCCC1,-10.8,21.4,4.1,0.0,4.0,0.5,-4.2,7.7,4.3
O=C(O)CC1(CC(=O)Nc2ccc(Cl)cc2C(=O)c2ccccc2)CCCC1,9.9,-15.3,-12.2,-4.0,1.4,1.2,-12.7,8.8,x
CCC(C)[C@H](NC(=O)NCc1ccc(S(N)(=O)=O)cc1)C(=O)O (some centres not stated),2.9,15.8,-0.4,-1.1,2.9,-0.1,-19.1,17.0,x
CCSc1nnc(NC(=O)CN(C)S(=O)(=O)c2ccc(F)cc2)s1,-3.0,-1.9,-12.8,-8.9,-6.6,0.9,-8.2,9.8,5.2
CC(C)(C)NS(=O)(=O)c1ccc(CCC(=O)NCc2ccc3c(c2)OCO3)cc1,-6.7,-13.8&7.6,-19.6,9.8,-4.9,2.6,-2.3,3.9&4.3,3.2
COc1cccc(-n2nnc3c(=O)n(Cc4ccc(C)cc4)cnc32)c1,10.7,2.9,-32.6,-6.3,-1.3,1.1,-15.7,8.1,15.9
CCOC(=O)N1CCC(NC(=O)c2cc3ccccn3n2)CC1,-16.4,6.4,-5.2,-0.1,1.7,0.0,-16.1,x,1.5
COc1ccc(OC)c(NC(=O)CNC(=O)c2cccs2)c1,-6.5,-17.1,4.3,-5.0,0.5,-1.1,14.2,6.7,-1.7
CCOC(=O)c1ccc(-c2ccc(/C=C(\C#N)C(=O)NCC3CCCO3)o2)cc1 (configuration not stated),-6.4,-19.2,-7.6,-1.2,-8.2,-0.2,0.7,3.9,5.7

# Only S1P4 agonist, NPY2 pot ag and NPY-Y1 PAM-ag, for five of the compounds above:
Structure | S1P4 agonist | NPY2 pot ag | NPY-Y1 PAM-ag
CC(C)(C)NS(=O)(=O)c1ccc(CCC(=O)NCc2ccc3c(c2)OCO3)cc1 | 2.6 | -2.3 | -19.6
COc1cccc(-n2nnc3c(=O)n(Cc4ccc(C)cc4)cnc32)c1 | 1.1 | -15.7 | -32.6
CCOC(=O)N1CCC(NC(=O)c2cc3ccccn3n2)CC1 | 0.0 | -16.1 | -5.2
COc1ccc(OC)c(NC(=O)CNC(=O)c2cccs2)c1 | -1.1 | 14.2 | 4.3
CCOC(=O)c1ccc(-c2ccc(/C=C(\C#N)C(=O)NCC3CCCO3)o2)cc1 (configuration not stated) | -0.2 | 0.7 | -7.6
